# Screening results (PubChem BioAssay)
# ELG1 genotoxic = induces genotoxicity in HEK293T cells with luciferase-tagged ELG1. HEK293T ELG1-luciferase reporter, luminescence, 16 h. Potency, µM (highest dose often 46 µM), for inactives: at the top dose activity change, positive = activation, usual class: activators. 1.3% of 330,000 active. AID 504466; further: potency means the concentration at half of the fitted maximal effect; % of control where 0% means no effect; nearly all actives have a fitted effect of over 60% in size
#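 DMSO vehicle served as control against compound-treated ELG1-luciferase HEK293T cells; exposure lasted 16 hr at 37 °C and 5% CO2, followed by ONE-Glo luminescence detection after 30 min.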
# Tb PFK block = inhibitors of T. brucei phosphofructokinase | O15648 | T. brucei PFK, ADP-Glo luminescence | Potency, µM (highest dose often 57.5 µM), inactives show at the highest dose activity, negative = inhibition, most hits filed as inhibitors | 0.17% of 330,000 active | AID 485367;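 further: potency means the concentration at half of the fitted maximal effect; 0% = uninhibited 1x PFK enzyme wells and -100% = no-enzyme wells; nearly all actives have a fitted effect of over 60% in size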
# Target sequence (O15648 whole entry, looked up): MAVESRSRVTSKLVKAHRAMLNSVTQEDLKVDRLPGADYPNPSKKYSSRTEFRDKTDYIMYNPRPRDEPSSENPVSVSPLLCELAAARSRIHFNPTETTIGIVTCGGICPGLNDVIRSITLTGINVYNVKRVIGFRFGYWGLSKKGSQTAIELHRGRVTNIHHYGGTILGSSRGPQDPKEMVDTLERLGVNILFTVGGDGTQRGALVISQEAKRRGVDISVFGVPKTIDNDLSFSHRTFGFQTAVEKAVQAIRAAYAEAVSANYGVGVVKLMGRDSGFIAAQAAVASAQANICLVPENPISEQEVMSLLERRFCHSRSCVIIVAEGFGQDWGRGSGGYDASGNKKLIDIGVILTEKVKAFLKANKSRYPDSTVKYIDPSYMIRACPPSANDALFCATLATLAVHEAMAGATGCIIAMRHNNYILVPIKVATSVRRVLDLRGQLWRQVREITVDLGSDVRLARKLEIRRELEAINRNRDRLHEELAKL
#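 Activity is normalized to no-enzyme wells (full inhibition) and 1.25 nM enzyme wells (no inhibition). Reaction: 0.5 mM F6P, 0.1 mM ATP, 45 min RT, ADP-Glo luminescence; concentration-response curves fitted and classed by quality.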
# FLuc counter = inhibits or activates purified firefly luciferase, miR-21 counter-screen. purified FLuc, Km substrates, luminescence inhibition. Potency, µM (doses to about 57.5 µM), inactives show at the top dose activity change, negative = inhibition, hits mostly inhibitors. 6.9% of 360,000 active;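 further: potency means the concentration at half of the fitted maximal effect; plate controls were vehicle for no effect and reference inhibitor for full effect; nearly all actives have a fitted effect of over 55% in size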
# Target sequence (P08659 whole entry, looked up): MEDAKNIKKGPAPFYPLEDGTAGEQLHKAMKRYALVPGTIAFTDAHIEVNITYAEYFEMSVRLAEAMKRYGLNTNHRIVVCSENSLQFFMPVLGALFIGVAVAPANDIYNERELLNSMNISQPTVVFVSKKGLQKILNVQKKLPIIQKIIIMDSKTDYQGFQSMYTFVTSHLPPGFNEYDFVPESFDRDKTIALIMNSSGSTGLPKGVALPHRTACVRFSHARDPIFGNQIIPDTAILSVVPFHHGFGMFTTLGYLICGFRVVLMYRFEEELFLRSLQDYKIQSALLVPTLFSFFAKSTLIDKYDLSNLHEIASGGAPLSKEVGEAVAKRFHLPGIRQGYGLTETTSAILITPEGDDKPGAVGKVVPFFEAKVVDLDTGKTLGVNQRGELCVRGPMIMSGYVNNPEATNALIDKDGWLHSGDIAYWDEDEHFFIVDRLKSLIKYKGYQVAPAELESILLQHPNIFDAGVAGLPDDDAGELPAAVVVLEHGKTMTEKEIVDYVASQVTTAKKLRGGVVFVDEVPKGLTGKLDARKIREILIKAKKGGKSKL
#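 Purified P. pyralis luciferase, 10 nM final, with Km-level 10 uM D-luciferin and 10 uM ATP in 50 mM Tris acetate pH 7.5, 10 mM Mg acetate, 0.01% Tween-20, 0.05% BSA; 6-point qHTS titration about 60 µM downward; luminescence read.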
# KCNH2 3.1 block = blocks the human KCNH2 3.1 channel isoform; U2OS KCNH2 3.1, thallium flux FluxOr; hits give low values; activity change, % (tested at about 1.8 µM); 0.95% of 340,000 active; AID 720553;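 active means maximum activity change below -70%; inconclusive means maximum activity change from -70% to -50%; inactive means maximum activity change above -50%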;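 further: thallium influx rate constant from kinetic fluorescence after stimulation buffer; on the % scale 0 is the no-effect control and ±100 the full control effect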
#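 Channel expression came from 3.1 mutant virus (1.77 x 10^8 /mL) applied to suspended U2OS cells for 4 h. Flux was tracked with FluxOr dye plus Red40 quencher, and kinetic rate constants normalized to controls.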
# RORgamma inh = blocks mouse ROR gamma transcriptional activity; P51450; Drosophila S2 Gal4-RORgamma UAS-luciferase reporter, 20 h; Potency, µM (doses to about 53.6 µM), inactives show at the highest dose activity change, negative = inhibition, most hits filed as inhibitors; 5.4% of 310,000 active; further: potency means the concentration at half of the fitted maximal effect; on the % scale 0 is the no-effect control and ±100 the full control effect; nearly all actives have a fitted effect of over 60% in size
#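 Schneider cells (Drosophila), stable Gal4 DBD–ROR gamma + UAS-luc; 1 hr cmpd preincubation; Cu2+ induction 700 uM final; 20 hr ambient; luminescence.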
# Rab9 prom act = activates the Rab9 promoter; AID 485297; Huh7 Rab9 promoter-luciferase reporter, luminescence, 24 h; 2.8% of 320,000 active; Potency, µM (top dose mostly 9.22 µM), for inactives: top-dose activation, negative = inhibition, actives largely listed as activators; further: potency means the concentration at half of the fitted maximal effect; % of control where 0% means no effect; nearly all actives have a fitted effect of over 60% in size
#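 Luciferase signal after 10 min detection reagent at ambient indicates Rab9 promoter upregulation; stably transfected Huh7 cells were treated 24 h with compound in DMSO at 37 °C, 5% CO2.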
# Gal4-VP16 FLuc = Gal4-VP16 reporter inhibition counter-screen; AID 2546; Drosophila S2 Gal4-VP16 UAS-luciferase, luminescence, 20 h; Potency, µM (doses to about 53.6 µM), inactives show at the highest dose activity, negative = inhibition, hits mostly inhibitors; 3.5% of 310,000 active;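 further: Gal4-VP16 expression switched on by copper sulfate through the metallothionein promoter; potency means the concentration at half of the fitted maximal effect; on the % scale 0 is the no-effect control and ±100 the full control effect; nearly all actives have a fitted effect of over 50% in size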
# FBPA coupling cs = inhibits coupling enzyme system, counter-screen for aldolase hits. coupling enzyme system counterscreen, AmpLite Red fluorescence. activity change, negative = inhibition, % at 58.2 µM, hits read low. 0.67% of 290,000 active. AID 2472; in the data active means activity change below about -30%; further: on the % scale 0 is the no-effect control and ±100 the full control effect
#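 First, compound is pin-transferred into glyceraldehyde-3-phosphate coupling-enzyme reagent at 57.5 uM final and held 10 min at RT. Next, substrate, coupling system and AmpLite Red are added. After 20 min RT, fluorescence (525/598 nm) is read.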
# uPA surface inh = cell surface uPA generation inhibition | cell surface uPA generation assay, qHTS | Potency, µM (series often up to 38.3 µM), for inactives: at the top dose activity change, negative = inhibition, usual class: inhibitors | 0.31% of 330,000 active | AID 540303; active means well fitted inhibition curve with a large enough effect; inconclusive means small, poorly fitted or top-dose-only effect; inactive means no such curve, though single readings can be large or run the other way; tested in mouse RAW 264.7 cells; further: potency means the concentration at half of the fitted maximal effect; on the % scale 0 is the no-effect control and ±100 the full control effect; nearly all actives have a fitted effect of over 55% in size
# Giardia killer = Giardia lamblia killing. Giardia lamblia trophozoite viability. activity change, % at 7.66 µM, hits read low. 0.15% of 340,000 active. AID 540267; in the data active means activity change below about -80%; inconclusive means between about -30% and that limit;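 further: parasites exposed to compound for two days anaerobically before the ATP read; on the % scale 0 is the no-effect control and ±100 the full control effect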
#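 Giardia trophozoites, 100 cells per well, were exposed to compounds for 48 hrs at 37 deg C under anaerobic conditions; viability was then read as ATP content by bioluminescence after 15-30 min at room temperature.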
# NPC1 prom act = activates the NPC1 promoter; Huh7 NPC1 promoter luciferase reporter, 24 h; Potency, µM (series often up to 9.22 µM), inactives show at the highest dose activation, most hits filed as activators; 2.4% of 320,000 active;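 further: potency means the concentration at half of the fitted maximal effect; % of control where 0% means no effect; nearly all actives have a fitted effect of over 60% in size; reporter is driven by a mutant NPC1 promoter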
#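 Luminescence read-out of NPC1 promoter-driven luciferase in stably transfected Huh7 cells; compounds delivered in DMSO and left 24 h at 37C, 5% CO2, qHTS titration format.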
# Numbers without * were called inactive; ? = inconclusive; nt = not tested or not shown; [ ] = remark or other dose. Unless noted, the call rests on the fitted dose curve; in most records, active means well fitted curve in the direction sought with a large enough effect; inconclusive means small, poorly fitted or top-dose-only effect, or another doubt; inactive means no such curve, though single readings can be large; an effect the other way counts as inactive or inconclusive.
Compound	ELG1 genotoxic	Tb PFK block	FLuc counter	KCNH2 3.1 block	RORgamma inh	Rab9 prom act	Gal4-VP16 FLuc	FBPA coupling cs	uPA surface inh	Giardia killer	NPC1 prom act
CC(=O)NC(CCS(C)(=O)=O)C(=O)Nc1ccc(Cl)c(Cl)c1 (centres undefined)	-3%	-3%	-1%	5	10%	-7%	13%	-3	?	-6	-2%
Cc1cccc(NC(=O)c2ccc3nsnc3c2)c1C	1%	-6%	-19%	-24	-2%	0%	19%	-1	3%	11	12%
CC(C)CN(CCCNC(=O)CN1C(=O)COc2ccc(S(=O)(=O)N3CCCC3)cc21)CC(C)C	0%	0%	0%	-20	-4%	2%	-26%	0	2%	-13	-1%
CCSc1nc(-c2ccco2)ccc1C#N	1%	-12%	4%	0	-29%	2%	-4%	1	2%	-6	1%
O=C(Cn1cnc2c(nnn2Cc2ccccc2)c1=O)N1CCCc2ccccc21	1%	-4%	7%	-8	26%	-1%	9%	0	5%	-4	1%
COc1ccc(N2CC(NC(=O)N3CCN(c4ccccc4)CC3)CC2=O)cc1 (centres undefined)	-8%	-6%	-4%	12	12%	-4%	2%	0	0%	-6	-1%
COc1ccc(OC)c(C2CC(=O)Nc3n[nH]c(-c4ccccc4)c32)c1 (centres undefined)	?	-9%	-4%	15	3%	-5%	-10%	0	1%	-9	-7%
Cc1cccc(C)c1NC(=O)CN(C)C(=O)[C@H](C)NC(=O)c1ccco1	0%	-6%	-2%	1	nt	-7%	nt	nt	20%	-7	-3%
O=C(Nc1ccc(Oc2ncnc3cc(Cl)ccc23)nc1)c1cccs1	?	0%	-1%	-18	-30%	-3%	3%	-1	9%	-18	-2%
COc1ccc(-n2nc(C(=O)Nc3cc(OC)c(OC)c(OC)c3)c3ccccc3c2=O)c(OC)c1	5%	2%	-3%	2	9%	-1%	1%	1	11%	-21	-9%
Cc1ccc(/C=C2\SC(=S)N(CC(=O)Nc3cccnc3)C2=O)cc1	11%	-2%	?	-13	9%	-5%	-4%	0	-2%	13	0%
CCN(CC)C(=O)C(=O)c1cccn1-c1ccccc1C#N	0%	0%	-1%	-1	-2%	-6%	-4%	-2	1%	-2	-2%
CC12CN3CCN(CC(C3)/C1=N\N=C1/C3CN4CCN(C3)CC1(C)C4)C2	-2%	0%	6%	5	2%	-4%	-2%	3	-16%	-7	2%
c1ccc2c(c1)oc1c(NCCCN3CCOCC3)ncnc12	12%	-4%	-4%	-2	-15%	-1%	-2%	1	-3%	16	-3%
O=C(Nc1cc(Br)ccc1O)C1CC(c2c(F)cccc2Cl)=NO1 (centres undefined)	-3%	-2%	-17%	-2	5%	0%	-1%	1	8.9µM*	-2	2%
COc1ccc(OCCCC(=O)Nc2cccc([N+](=O)[O-])c2C)cc1	1%	2%	2%	8	164%	9%	-25%	0	2%	-5	-2%
COc1cc(C(=O)N/N=C(\c2ccccc2)c2ccccn2)cc(OC)c1OC	?	9%	1%	37	1.3µM*	-48%[inhibitor]	1.3µM*	-1	?	-4	-25%
COc1cc(C(=O)N(C)CCOc2ccc(C)cc2)ccc1OC1CCN(C(C)=O)CC1	-8%	2%	2%	21	-9%	3%	10%	-1	-4%	-22	1%
CC(C)CCn1c(COc2ccccc2)n[nH]c1=S	-2%	0%	0%	3	1.1µM*	-11%	?	2	-1%	1	-8%
COc1ccc(OC)c(NC(=O)COC(=O)CCCN=C2NS(=O)(=O)c3ccccc32)c1	0%	1%	nt	-9	nt	nt	nt	nt	0%	-9	nt
COc1ccc(C2CC(=O)c3c(ccc4ccccc34)N2)cc1OC (centres undefined)	2%	-1%	5%	16	-31%	-3%	-2%	0	-1%	-24	-3%
Cc1nccc(-c2cccc(N/N=C(\C#N)C(=O)c3ccccc3)c2)n1	-15%	3%	-16%	-18	?	-7%	-26%	5	?	?	-5%
O=C(Cn1cnnn1)NC1CCCN(Cc2ccccc2F)C1 (centres undefined)	0%	-1%	-1%	6	-21%	0%	0%	-1	-2%	15	-2%
O=C(c1ccco1)N1CCN(c2ncnc3scc(-c4ccc(F)cc4)c23)CC1	-3%	-3%	-2%	-4	21%	-4%	-15%	5	4%	1	-2%
CCOc1ccc(C(=O)NCC(c2cccs2)N2CCOCC2)cc1 (centres undefined)	1%	8%	nt	3	nt	nt	nt	nt	2%	6	nt

# The final 6 entries of the part above are carried over, then new ones follow.
SMILES | ELG1 genotoxic | Tb PFK block | FLuc counter | KCNH2 3.1 block | RORgamma inh | Rab9 prom act | Gal4-VP16 FLuc | FBPA coupling cs | uPA surface inh | Giardia killer | NPC1 prom act
COc1ccc(OC)c(NC(=O)COC(=O)CCCN=C2NS(=O)(=O)c3ccccc32)c1 | 0% | 1% | nt | -9 | nt | nt | nt | nt | 0% | -9 | nt
COc1ccc(C2CC(=O)c3c(ccc4ccccc34)N2)cc1OC (centres undefined) | 2% | -1% | 5% | 16 | -31% | -3% | -2% | 0 | -1% | -24 | -3%
Cc1nccc(-c2cccc(N/N=C(\C#N)C(=O)c3ccccc3)c2)n1 | -15% | 3% | -16% | -18 | ? | -7% | -26% | 5 | ? | ? | -5%
O=C(Cn1cnnn1)NC1CCCN(Cc2ccccc2F)C1 (centres undefined) | 0% | -1% | -1% | 6 | -21% | 0% | 0% | -1 | -2% | 15 | -2%
O=C(c1ccco1)N1CCN(c2ncnc3scc(-c4ccc(F)cc4)c23)CC1 | -3% | -3% | -2% | -4 | 21% | -4% | -15% | 5 | 4% | 1 | -2%
CCOc1ccc(C(=O)NCC(c2cccs2)N2CCOCC2)cc1 (centres undefined) | 1% | 8% | nt | 3 | nt | nt | nt | nt | 2% | 6 | nt
COCCNC(=O)C(c1ccc(O)cc1)N(C(=O)CCC(=O)Nc1nccs1)c1cccc(C)c1 (centres undefined) | -2% | 1% | -1% | -4 | 12% | 3% | -2% | 1 | 3% | 1 | 1%
CN(C)CCCCOc1ccc(F)cc1 | -2% | -9% | -2% | 2 | 3% | -9% | 1%[10 µM] | -1 | -2% | 20 | -4%
COc1ccc([C@H]2CC(=O)C=C(c3cccc(OC)c3)C2)cc1 | 1% | -3% | -3% | -9 | nt | -2% | nt | nt | 13% | -15 | 7%
CSc1ccc(C(=O)C2CCCN(C(=O)CCc3cnn(C)c3)C2)cc1 (centres undefined) | -7% | -10% | 4% | -5 | 30% | 0% | 12% | 3 | 2% | -15 | -1%
Cc1cc(C)c(S(=O)(=O)NCc2ccncc2)c(C)c1 | 0% | 3% | 6% | 4 | ? | -25% | 8.9µM* | -1 | -5% | 13 | -24%
COc1ccc(/C=N/c2oc(-c3ccccc3)cc2C#N)cc1OC | ? | 2% | -4% | 4 | -21% | 0% | ? | -21 | 0% | -3 | 0%
OC(COc1ccc2ccccc2c1Br)Cn1cnc(-c2ccccc2)c1 (centres undefined) | 0% | -3% | 0% | 1 | 11% | -5% | 3% | 2 | 11% | 4 | -1%
O=C(COC(=O)C1CC(=O)N(c2nc(-c3ccccc3)cs2)C1)c1ccccc1 (centres undefined) | 0% | -3% | -6% | -2 | 15% | -2% | 1% | 1 | -1% | 5 | -1%
COC(=O)c1ccc(-n2c(C)cc(/C=N/n3cnnc3)c2C)cc1 | -12% | 4% | 1% | -1 | 24% | 1% | 5% | -1 | 0% | 16 | 0%
CCOC(=O)c1sc(C)c2c1NC(C)(c1cccc3ccccc13)NC2=O (centres undefined) | 0% | 4% | -2% | -8 | 14% | 0% | 0% | -3 | 8% | 13 | -4%
COc1cc(/C=C/C(=O)OCc2cn3cc(Cl)ccc3n2)ccc1O | 0% | 1% | ? | 0 | -15% | 1% | 6% | -3 | ? | -1 | -4%
